Compound activity as filed in PubChem BioAssay.
RTF Ca sens inh: cardiac RTF calcium sensitivity inhibitors, primary screen, biochemical, IANBD-TnC fluorescence, EC70 calcium; actives 0.12% (n = 340,000); inhibition, % at 7.15 µM; AID 493244, 2011; IANBD-labeled cardiac RTF, Ca2+ fluorescence;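 active means inhibition above the mean inhibition of all tested compounds plus 3 SD, cut at about 17% in these data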;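 further: assay run at fixed EC70 calcium of 1.6 mM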
CAL-PDZ inh HTS: untagged CAL PDZ binding inhibitors, primary screen, biochemical, fluorescence polarization, HTS; inhibition, % at 24.9 µM; AID 602252, 2012; purified CAL PDZ, TMR-peptide fluorescence polarization, 1 h; actives 0.92% (n = 300,000);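 active means mean inhibition of at least 30% with at least half of replicates also reaching 30%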;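 further: 0% = DMSO neutral control and 100% = excess unlabeled competitor peptide PRC23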
LANA DNA inh: inhibitors of KSHV C-LANA binding to DNA, primary screen, biochemical, fluorescence polarization, FAM-LBS DNA, MBP-C-LANA, single point; inhibition, % at 9 µM; actives 0.078% (n = 340,000); AID 504423, 2011;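 active means highest replicate inhibition at or above 60% at 9 µM, even if other replicates fall short; inactive means all replicates below 60% inhibition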;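 further: 0% = neutral control wells and 100% = 4 µM acridine orange control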
Keap1-Nrf2 PPI: Keap1-Nrf2 protein-protein interaction inhibitors, primary screen, biochemical, fluorescence polarization, single point. Keap1 Kelch-Nrf2 peptide fluorescence polarization, 1536-well. AID 504523, 2011. actives 0.15% (n = 340,000). inhibition, % at 9.4 µM; in the data active means inhibition above about 12%;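 further: human Keap1 Kelch domain with fluorescein labeled Nrf2 9mer peptide probe; 0% = neutral control wells and 100% = peptide positive control; higher means more block of Keap1 binding to Nrf2 peptide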
Target sequence (Q14145 whole entry, looked up, the tested form may be a part): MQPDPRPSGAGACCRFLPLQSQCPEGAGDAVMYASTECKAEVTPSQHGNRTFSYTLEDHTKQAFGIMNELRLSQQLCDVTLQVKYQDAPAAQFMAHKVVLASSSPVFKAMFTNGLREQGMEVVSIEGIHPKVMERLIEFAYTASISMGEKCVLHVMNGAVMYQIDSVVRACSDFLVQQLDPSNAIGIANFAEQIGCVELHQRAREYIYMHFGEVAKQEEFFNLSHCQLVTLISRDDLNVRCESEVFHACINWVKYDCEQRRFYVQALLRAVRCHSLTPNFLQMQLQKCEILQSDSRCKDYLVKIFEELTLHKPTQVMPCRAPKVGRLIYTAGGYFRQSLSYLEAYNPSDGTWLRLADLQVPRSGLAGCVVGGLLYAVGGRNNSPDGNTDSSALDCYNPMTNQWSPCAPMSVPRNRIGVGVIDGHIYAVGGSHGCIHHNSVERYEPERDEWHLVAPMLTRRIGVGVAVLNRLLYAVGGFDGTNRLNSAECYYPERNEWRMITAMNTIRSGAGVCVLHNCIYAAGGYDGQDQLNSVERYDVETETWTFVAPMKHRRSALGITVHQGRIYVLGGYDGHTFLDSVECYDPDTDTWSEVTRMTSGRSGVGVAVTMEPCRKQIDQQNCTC
RTF Ca sens act: cardiac RTF calcium sensitivity activators, primary screen, biochemical, IANBD-TnC fluorescence, EC20 calcium. actives 0.24% (n = 340,000). IANBD-labeled TnC RTF fluorescence at EC20 calcium; 0% EC20 calcium, 100% full calcium. AID 493008, 2010. activation, % at 7.2 µM. Troponin I, cardiac muscle (Homo sapiens) + Troponin T, cardiac muscle (Homo sapiens) + …;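 active means activation above the mean over all tested compounds plus 3 SD, cut at about 30% in these data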;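 further: rise in fluorescence read as greater calcium sensitivity of cardiac thin filaments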
HTR5A inv ag: HTR5A inverse agonists in luminescence cell assay, primary screen, counter-screen for OPRM1-OPRD1 heterodimer inverse agonist project, full-deck HTS | 5-hydroxytryptamine receptor 5A (Homo sapiens), P47898 | actives 0.083% (n = 340,000) | inhibition, % at 9.3 µM | HTR5A cell line, inverse agonism | AID 504634, 2011; in the data active means inhibition mostly above about 23%, no sharp cut-off; inactive means mostly below about 18%;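 further: 0% = cells with DMSO and 100% = no-cell wells with DMSO; some compounds called inactive have numbers as strong as hits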
Target sequence (P47898 whole entry, looked up): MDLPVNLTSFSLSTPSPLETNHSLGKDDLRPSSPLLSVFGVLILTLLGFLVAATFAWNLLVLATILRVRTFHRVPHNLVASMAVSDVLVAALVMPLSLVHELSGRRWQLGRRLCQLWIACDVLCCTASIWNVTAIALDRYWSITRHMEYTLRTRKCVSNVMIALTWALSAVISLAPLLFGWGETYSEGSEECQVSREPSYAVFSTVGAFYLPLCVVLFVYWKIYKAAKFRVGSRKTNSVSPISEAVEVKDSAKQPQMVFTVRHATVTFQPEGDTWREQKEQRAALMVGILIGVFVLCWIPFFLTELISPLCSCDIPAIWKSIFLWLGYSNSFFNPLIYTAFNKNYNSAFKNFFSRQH
HTR5A ag ctr: HTR5A agonists in luminescence cell assay, primary screen, counter-screen for OPRM1-OPRD1 heterodimer agonist project, full-deck HTS | 5-hydroxytryptamine receptor 5A (Homo sapiens), P47898 | cell-based | activation, % at 9.3 µM | actives 0.61% (n = 340,000) | AID 504692, 2011; in the data active means activation mostly above about 9.5%, no sharp cut-off; inactive means mostly below about 7.6%;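 further: 0% = cells with vehicle only and 100% = reference agonist; strong numbers were not always called active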
MOR-DOR ag: agonists of OPRM1-OPRD1 heterodimerization, primary screen, cell-based, luminescence | Mu-type opioid receptor (Homo sapiens) + Delta-type opioid receptor (Homo sapiens), … | activation, % at 9.3 µM | actives 0.3% (n = 340,000) | cells; in the data active means activation above about 18%;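 further: 0% = vehicle-treated cells and 100% = reference agonist; values of inactives mirror those of a sister screen read the other way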
V-ATPase pHluor: regulators of yeast V-ATPase proton pumping, primary screen, pHLuorin cytosolic pH fluorescence; S. cerevisiae; response, % at 10 µM; actives 0.37% (n = 350,000); AID 504577, 2011; in the data active means response mostly above about 7.3%, no sharp cut-off; inactive means mostly below about 5.4%; further: actives read high; inactives centre near 0; some compounds called inactive have numbers as strong as hits; reference of the scale not given here
MOR-DOR inv ag: inverse agonists of MOR-DOR heterodimerization, primary screen, cell-based, luminescence. Mu-type opioid receptor (Homo sapiens) + Delta-type opioid receptor (Homo sapiens), …. inhibition, % at 9.3 µM. cell-based MOR-DOR heterodimer luminescence, inverse agonism. actives 0.21% (n = 340,000); in the data active means inhibition above about 22%, passing the limit was not always enough;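 further: 0% = cells with DMSO and 100% = wells without cells with DMSO; values of inactives mirror those of a sister screen read the other way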
The depositor's hits bear a star; / = no result given; & = joins results of further samples.

SMILES	RTF Ca sens inh	CAL-PDZ inh HTS	LANA DNA inh	Keap1-Nrf2 PPI	RTF Ca sens act	HTR5A inv ag	HTR5A ag ctr	MOR-DOR ag	V-ATPase pHluor	MOR-DOR inv ag
Cn1c(=O)c2[nH]c(C3CC4CCC3C4)nc2n(C)c1=O (stereo unspecified)	4	-7	-1.6	-6	-3	2	-1	-3.6	-1	18
C[n+]1ccccc1/C=N/O	8&9	-4&-6	-0.3&-0.4	-1&3	2&-4	-9&-6	-2&-1	-0.2&-1.1	4&1	1&6
CC(C)CN(C)C(=O)CC1C(=O)NCCN1C (stereo unspecified)	-14	-3	2.8	-7	3	4	-2	-1.3	0	7
COCc1c(C(=O)OCC(=O)Nc2ccc(OC(F)F)cc2)oc2ccccc12	-5	-4	1.4	0	6	0	0	1.5	0	-6
CC(C)Cn1nc(NC(=O)c2cccs2)c2cc3ccccc3nc21	-1	/	-0.1	10	5	-2	1	-2.5	1	13
CS(=O)(=O)N(CCc1ccccc1)CC(=O)Nc1ccc2c(c1)OCO2	-4	-4	-1.1	1	0	-12	0	-2.4	-2	13
O=C(CC(c1ccco1)C1CCCCC1=O)c1ccccc1 (stereo unspecified)	-4	-3	1.9	-7	-3	0	3	1.5	-1	-9
CC1CN(c2oc(-c3ccco3)nc2S(=O)(=O)c2ccccc2)CC(C)O1 (stereo unspecified)	2	-1	-0.4	-4	4	-7	2	-1.2	4	7
CCOC(=O)c1oc2ccc(S(=O)(=O)Nc3ccc4c(c3)n(C)c(=O)n4C)cc2c1C	-2	-3	0.8	0	2	-39	15	-1.8	-2	10
Cn1c(C(=O)N2CCN(Cc3ccc4c(c3)OCO4)CC2)cc2sccc21	0	/	1.5	-4	0	13	8	-0.9	-5	5
O=C(NCC1CCCO1)c1onc(CSc2cccc(Cl)c2)c1C(=O)O (stereo unspecified)	-11	-3	-0.1	-2	-3	-17	6	-3.0	-2	17
CCOC(=O)[C@H]1[C@H]2COc3ccc(C)cc3[C@@H]2N2C(=O)CN(CC3CCCO3)C(=O)[C@@]12C (stereo partly specified)	-3	-2	0.3	1	-2	12	-2	0.8	0	-5
Cn1c(OCc2cccnc2)nc2c1c(=O)n(Cc1ccc(Cl)cc1)c(=O)n2C	-8	1	0.0	0	-1	10	2	-1.1	-2	6
CCCOc1ccc(Cc2nn[nH]n2)cc1	6	-9	0.6	3	-6	-2	-5	-2.4	-2	15
COc1cc2c(cc1NC(=O)CN1C(=O)NC3(CCc4ccccc43)C1=O)oc1ccccc12 (stereo unspecified)	4	0	-0.6	-4	1	-51	5	0.9	1	-5
Cc1ccc2cn[nH]c2c1NC(=S)NC(=O)c1ccccc1	-8	0	-0.6	-2	-5	-6	-1	-4.4	-4	22
Cc1cc(N2CCC(C(=O)N3CCN(c4cccc(C)c4C)CC3)CC2)n2ncnc2n1	-6	/	-0.5	-3	-2	5	2	0.8	-3	-5
CCCCCC(=O)Nc1cc(S(=O)(=O)N2CCOCC2)ccc1Oc1ccc(OCC)cc1	-5	-1	0.3	-4	-21	-31	2	-3.7	3	18
CCCOc1ccc(N2C(=O)CC(N(Cc3ccco3)C(=O)CCC(=O)O)C2=O)cc1 (stereo unspecified)	-3	1	-5.3	4	-2	-2	1	-2.5	1	13
C/C=C/C=N/Nc1nc(-c2ccc([N+](=O)[O-])cc2)cs1	7	-2	0.2	-5	7	-3	10	11	10	-55
O=C(CN1C(=O)c2ccccc2S1(=O)=O)c1ccc2c(c1)OCCCO2	6	4	0.5	-2	-5	-2	-7	-2.5	1	13
Cc1ccc2nc(-c3cccnc3)cc(C(=O)N3CCN(c4ccc([N+](=O)[O-])cc4)CC3)c2c1	-4	-8	6.5	-5	6	5	-2	-0.2	-3	1
CC(C)CN(C(=O)CSc1nn(-c2ccc(Cl)cc2)c(=S)s1)C1CCS(=O)(=O)C1 (stereo unspecified)	-2	-1	1.4	4	5	-40	12	3.0	-2	-17
COc1ccc(C2=NN(c3ccccc3)C(c3cn(CCC(=O)O)nc3-c3ccccc3)C2)cc1 (stereo unspecified)	-4	-2	-1.0	0	0	5	-2	-2.7	0	13
CNc1nc(=O)n(C2CCCO2)cc1C (stereo unspecified)	-12	-2	-3.4	-8	3	5	-1	-2.3	3	11
Remaining list, next part.
SMILES	RTF Ca sens inh	CAL-PDZ inh HTS	LANA DNA inh	Keap1-Nrf2 PPI	RTF Ca sens act	HTR5A inv ag	HTR5A ag ctr	MOR-DOR ag	V-ATPase pHluor	MOR-DOR inv ag
S=C(NC1CCCCCC1)NC1CCCC1	-9	2	-0.4	-3	-4	-2	1	0.2	4	-2
CCCOc1cccc(C(=O)Nc2cccnc2)c1	4	-2	0.9	-4	4	-26	10	1.4	0	-9
Cc1ccc(C(=O)Nc2ccc(F)cc2F)o1	-4	-4	0.5	6	-1	31	1	-0.7	0	4
O=C(N/N=C/c1ccc2cccc(OCc3ccccc3)c2n1)c1ccc(Br)cc1	5	2	-2.6	-5	-6	-12	-3	7.2	-4	-45
CC(=O)Nc1ccc(/C(C)=N/Nc2nc(N3CCOCC3)nc(N3CCOCC3)n2)cc1	-3	-5	-0.3	3	0	7	-2	-2.8	4	16
O=C(NCCCN1CCOCC1)c1cccc(NS(=O)(=O)c2ccc(Br)cc2)c1	-1	/	-1.1	3	2	7	-3	0.6	-3	-2
COc1ccc(OC)c(NC(=O)CSc2nc3nc(C)cc(C)n3n2)c1	-1	-5	-0.2	-6	-4	-41	17*	-2.0	0	9
CCOC(=O)C(Cc1ccccc1)C(=O)c1ccco1 (stereo unspecified)	2	-7	-3.5	5	-1	-21	2	0.7	6	-4
O=C(C1CCN(S(=O)(=O)N2CCOCC2)CC1)N1CCN(Cc2ccc3c(c2)OCO3)CC1	-1	-1	1.4	-2	-3	-8	-6	-1.3	3	8
Cc1cccc(NC(=O)CN2C(=O)N/C(=C/c3cc(C)n(C(C)C)c3C)C2=O)c1	1	-2	-0.5	-3	3	-7	8	-0.7	-6	4
CCc1ccc(NC(=O)C2CCCN(S(=O)(=O)c3cccnc3)C2)cc1 (stereo unspecified)	0	3	-1.9	-1	5	-8	2	-3.1	2	16
Cc1cccc(C)c1OCC(=O)Nc1nnc(C2CCCO2)s1 (stereo unspecified)	6	-3	3.9	-2	1	11	6	-1.9	-6	10
O=C1CCc2cc(S(=O)(=O)NCc3ccc(Cl)cc3)cc3c2N1CC3	-23	-1	-0.7	2	6	-15	1	-0.7	1	5
O=c1cc(-c2ccc([N+](=O)[O-])cc2)c2ccc(O)cc2o1	-1	0	1.4	-5	-6	14	-3	-1.1	0	6
Cc1cc(C)nc(SCC(=O)NN=Cc2ccc(C)o2)n1	-7	-4	0.1	-1	-5	-4	1	-3.9	-2	19
CCOC(=O)c1c(N)sc2c1CCCC2	0	-3	-1.9	-4	-3	12	-4	2.3	4	-14
CCCCCCC(=O)N=Nc1c(O)[nH]c2ccc([N+](=O)[O-])cc12	-2	2	1.3	4	-4	-9	3	2.7	-1	-16
CCn1c(=S)sc2c(=O)n(CC(=O)Nc3ccccc3C(F)(F)F)c(C)nc21	-12	-3	-0.4	-5	0	3	-1	-1.3	0	6
O=C(CNC(=O)c1ccccc1F)Nc1ccncc1	-5	-2	0.7	-2	7	-14	0	-3.3	3	18
Cc1c(N2C(=O)c3ccccc3C2=O)c(=O)n(-c2ccccc2)n1C	11	2	-1.9	-2	4	-7	-4	-2.7	2	16
CC1=NN(C2=NS(=O)(=O)c3ccccc32)C(C)(O)C1 (stereo unspecified)	1	3	-0.3	-5	-2	9	-3	-3.2	-2	15
COc1ccc(NC(=O)/C(N=Nc2ccc(Cl)c(S(=O)(=O)Nc3ccc(Cl)cc3)c2)=C(\C)O)cc1	-2	-5	1.1	2	-2	0	0	-2.4	-2	12
Cc1cccc(OCC(=O)Nc2ccccc2N2CCCC2)c1C	-8	0	1.8	-2	-8	4	-4	4.2	7	-27
CC(=O)C1=C(O)C(=O)N(c2ccc(O)cc2)C1c1ccc(C)cc1 (stereo unspecified)	-2	-6	2.0	-5	-2	9	5	-2.4	-2	13
Cc1ccc(NC(=O)C2CCCN(S(=O)(=O)c3c(C)noc3C)C2)c(Br)c1 (stereo unspecified)	-8	0	1.5	-6	-1	-34	4	-0.4	-6	2
Cc1cc(NC(=O)c2cc(-c3ccccn3)nc3ccccc23)no1	-14	-2	0.7	-1	6	10	0	-0.4	2	2

Record cards, as listed above. Screens in order: RTF Ca sens inh	CAL-PDZ inh HTS	LANA DNA inh	Keap1-Nrf2 PPI	RTF Ca sens act	HTR5A inv ag	HTR5A ag ctr	MOR-DOR ag	V-ATPase pHluor	MOR-DOR inv ag
Cc1ccc(NC(=O)C2CCCN(S(=O)(=O)c3c(C)noc3C)C2)c(Br)c1 (stereo unspecified) reads -8	0	1.5	-6	-1	-34	4	-0.4	-6	2
CCOC(=O)C(Cc1ccccc1)C(=O)c1ccco1 (stereo unspecified) reads 2	-7	-3.5	5	-1	-21	2	0.7	6	-4
Cc1cccc(OCC(=O)Nc2ccccc2N2CCCC2)c1C reads -8	0	1.8	-2	-8	4	-4	4.2	7	-27
Cc1cccc(C)c1OCC(=O)Nc1nnc(C2CCCO2)s1 (stereo unspecified) reads 6	-3	3.9	-2	1	11	6	-1.9	-6	10
CCOC(=O)c1c(N)sc2c1CCCC2 reads 0	-3	-1.9	-4	-3	12	-4	2.3	4	-14

Entries listed so far that have bromine (3):
SMILES	RTF Ca sens inh	CAL-PDZ inh HTS	LANA DNA inh	Keap1-Nrf2 PPI	RTF Ca sens act	HTR5A inv ag	HTR5A ag ctr	MOR-DOR ag	V-ATPase pHluor	MOR-DOR inv ag
O=C(N/N=C/c1ccc2cccc(OCc3ccccc3)c2n1)c1ccc(Br)cc1	5	2	-2.6	-5	-6	-12	-3	7.2	-4	-45
O=C(NCCCN1CCOCC1)c1cccc(NS(=O)(=O)c2ccc(Br)cc2)c1	-1	/	-1.1	3	2	7	-3	0.6	-3	-2
Cc1ccc(NC(=O)C2CCCN(S(=O)(=O)c3c(C)noc3C)C2)c(Br)c1 (stereo unspecified)	-8	0	1.5	-6	-1	-34	4	-0.4	-6	2

Single values from above:
For RTF Ca sens inh, Cc1cccc(NC(=O)CN2C(=O)N/C(=C/c3cc(C)n(C(C)C)c3C)C2=O)c1 is entered as 1
For RTF Ca sens act, CC(=O)C1=C(O)C(=O)N(c2ccc(O)cc2)C1c1ccc(C)cc1 (stereo unspecified) is entered as -2
For HTR5A inv ag, CCCCCCC(=O)N=Nc1c(O)[nH]c2ccc([N+](=O)[O-])cc12 is entered as -9
For Keap1-Nrf2 PPI, Cc1cccc(OCC(=O)Nc2ccccc2N2CCCC2)c1C is entered as -2
For HTR5A inv ag, O=C(C1CCN(S(=O)(=O)N2CCOCC2)CC1)N1CCN(Cc2ccc3c(c2)OCO3)CC1 is entered as -8
